Screening results deposited in PubChem by National Center for Advancing Translational Sciences (NCATS).
KDM5B inh = inhibitors of human KDM5B histone demethylase | KDM5B demethylase, FDH-coupled NADH fluorescence (FDH is formaldehyde dehydrogenase) | Q9UGL1 | Potency, µM (top dose mostly 57.7 µM), inactives show at the highest dose activity change, negative = inhibition, actives largely listed as inhibitors | actives 2.6% (n = 220,000); active = well fitted inhibition curve with a large enough effect; inconclusive = small, poorly fitted or top-dose-only effect; inactive = no such curve, though single readings can be large or run the other way; also: 0% is about no effect; nearly all actives have a fitted effect of over 70% in size
Target sequence (Q9UGL1 whole entry, looked up): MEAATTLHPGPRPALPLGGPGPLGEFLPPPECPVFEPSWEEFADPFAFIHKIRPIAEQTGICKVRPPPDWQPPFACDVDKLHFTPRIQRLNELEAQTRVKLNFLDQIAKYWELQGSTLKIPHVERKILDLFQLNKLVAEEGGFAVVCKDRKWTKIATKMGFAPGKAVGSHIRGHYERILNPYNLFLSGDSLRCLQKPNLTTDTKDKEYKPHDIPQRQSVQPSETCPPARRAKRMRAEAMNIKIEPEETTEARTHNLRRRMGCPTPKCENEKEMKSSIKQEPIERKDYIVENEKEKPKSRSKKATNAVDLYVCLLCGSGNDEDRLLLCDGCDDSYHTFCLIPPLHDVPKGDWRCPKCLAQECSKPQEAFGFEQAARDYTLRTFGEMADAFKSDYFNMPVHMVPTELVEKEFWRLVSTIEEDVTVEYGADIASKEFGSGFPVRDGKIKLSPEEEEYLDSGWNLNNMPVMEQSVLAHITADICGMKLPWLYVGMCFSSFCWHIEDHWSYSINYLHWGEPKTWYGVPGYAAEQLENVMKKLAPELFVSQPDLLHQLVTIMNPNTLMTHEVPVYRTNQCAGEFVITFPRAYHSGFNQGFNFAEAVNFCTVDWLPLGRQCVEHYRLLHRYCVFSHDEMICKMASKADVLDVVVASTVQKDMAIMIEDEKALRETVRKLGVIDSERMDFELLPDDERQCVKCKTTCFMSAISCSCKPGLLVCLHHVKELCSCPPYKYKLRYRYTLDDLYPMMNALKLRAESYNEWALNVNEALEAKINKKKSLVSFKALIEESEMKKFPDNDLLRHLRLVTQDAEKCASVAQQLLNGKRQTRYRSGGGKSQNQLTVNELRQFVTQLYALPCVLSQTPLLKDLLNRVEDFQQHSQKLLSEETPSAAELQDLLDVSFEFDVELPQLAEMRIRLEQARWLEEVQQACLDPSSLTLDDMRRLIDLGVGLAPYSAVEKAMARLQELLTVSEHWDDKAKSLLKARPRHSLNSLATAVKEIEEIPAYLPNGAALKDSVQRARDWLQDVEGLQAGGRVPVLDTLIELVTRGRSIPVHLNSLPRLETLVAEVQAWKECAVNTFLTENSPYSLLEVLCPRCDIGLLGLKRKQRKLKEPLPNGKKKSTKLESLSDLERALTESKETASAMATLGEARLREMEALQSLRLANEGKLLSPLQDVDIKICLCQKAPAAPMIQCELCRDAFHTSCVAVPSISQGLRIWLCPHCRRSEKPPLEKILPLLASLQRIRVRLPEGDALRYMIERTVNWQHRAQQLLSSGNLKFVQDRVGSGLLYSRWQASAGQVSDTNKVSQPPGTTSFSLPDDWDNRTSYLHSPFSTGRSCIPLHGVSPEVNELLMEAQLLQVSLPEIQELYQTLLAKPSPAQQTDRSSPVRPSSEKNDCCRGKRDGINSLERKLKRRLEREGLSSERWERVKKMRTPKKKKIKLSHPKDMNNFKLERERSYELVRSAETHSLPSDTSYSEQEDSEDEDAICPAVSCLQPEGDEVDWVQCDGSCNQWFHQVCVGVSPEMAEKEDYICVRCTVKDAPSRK
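Coupled FDH/NAD⁺ fluorescence readout. KDM5BΔAP 200 nM final; compound titration, 10 min RT preincubation; substrate mix 12.5 µM H3K4me3, 25 µM 2-OG, 50 µM Fe(II), 100 µM ascorbate, 0.25 mM NAD⁺, 0.25 U/mL FDH; ΔRFU over 30 min.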
An asterisk follows results filed as active; i = inactive; ? = inconclusive; [ ] = another dose, or the depositor's remark. Potency is read from the fitted curve at half-maximal effect. These rows are one share of the data; rates above refer to the full screens.

SMILES | KDM5B inh
COc1ccc2cc(/C=C(/C#N)c3nc4ccccc4[nH]3)ccc2c1 | ?
O=C1N(C2CCNCC2)C(c2ccccc2)C12CCCCC2 (stereo not given) | 78%[activator]
N#Cc1ccc(Oc2cccc3cccnc23)c([N+](=O)[O-])c1 | ?
Cn1nc(-c2ccc(C(=O)Nc3cccc(C(F)(F)F)c3)cc2)c2ccccc2c1=O | -2%
N#Cc1ccc(COC(=O)c2ccc3c(c2)OCCO3)cc1 | 1%
COc1ccc(-c2noc(N3CCC(C(=O)N4CCN(c5ccccc5OC)CC4)CC3)n2)cc1 | -13%
COc1ccc(CN[C@H]2[C@H](O)[C@@H](N3CCN(c4ccccc4OC)CC3)[C@@H]3OC[C@H]2O3)cc1 | -20%
Cc1ccc(C(NC(=O)c2ccccc2C)c2cccnc2)cc1C (stereo not given) | 27%
Cc1ccc(S(=O)(=O)Nc2nc3ccccc3nc2Nc2ccc(C(=O)O)cc2)cc1C | 46%[activator]
CSc1cccc(NC(=O)N[C@H]2CCN(C(=O)c3cccn3C)[C@@H]2C(=O)N[C@H](Cc2ccccc2)C(N)=O)c1 | -18%
Cc1cc(C)cc(NC(=O)N(C)CC2CCOC2)c1 (stereo not given) | -11%
Cc1cccc(NC(=O)c2c(C)cc(C)nc2SCC(=O)c2ccccc2)c1 | -18%
Cc1cc2oc(=O)cc(CSc3nncn3C(C)C)c2cc1C | 2%
COc1ccccc1-c1cc(C(=O)NCCc2ccc(Cl)cc2)nc2c1cnn2C | 79µM*
Cc1ccc2c(COC(=O)C3=NNC(=O)CC3)cc(=O)oc2c1 | -12%
CC(C)C(C)NC(=O)COc1nc2ccccc2nc1N(C)C1CCCCC1 (stereo not given) | ?
FC(F)(F)c1ccc(N2CCC(N[C@@H]3C[C@@H]4OCC[C@@H]43)CC2)nc1 | 20µM*
Cc1ccc2cc3c(=O)n(C)cc(C=O)c3nc2c1 | ?
O=C(c1ccoc1)N1CCN(c2cc(C3CC3)ncn2)CC(O)C1 (stereo not given) | 18%
Cc1ccccc1NC(=O)c1c2c(nc3ccccc13)C(=O)N(C1CCCCC1)C2 | -19%

Filtered by structure: those above containing an aryl methoxy group.
SMILES | KDM5B inh
COc1ccc2cc(/C=C(/C#N)c3nc4ccccc4[nH]3)ccc2c1 | ?
COc1ccc(-c2noc(N3CCC(C(=O)N4CCN(c5ccccc5OC)CC4)CC3)n2)cc1 | -13%
COc1ccc(CN[C@H]2[C@H](O)[C@@H](N3CCN(c4ccccc4OC)CC3)[C@@H]3OC[C@H]2O3)cc1 | -20%
COc1ccccc1-c1cc(C(=O)NCCc2ccc(Cl)cc2)nc2c1cnn2C | 79µM*

Quoted at random: five records from the list
SMILES | KDM5B inh
COc1ccccc1-c1cc(C(=O)NCCc2ccc(Cl)cc2)nc2c1cnn2C | 79µM*
CC(C)C(C)NC(=O)COc1nc2ccccc2nc1N(C)C1CCCCC1 (stereo not given) | ?
Cc1ccc2cc3c(=O)n(C)cc(C=O)c3nc2c1 | ?
COc1ccc2cc(/C=C(/C#N)c3nc4ccccc4[nH]3)ccc2c1 | ?
Cc1cc2oc(=O)cc(CSc3nncn3C(C)C)c2cc1C | 2%

KDM5B inh, entries above that show a hit.
SMILES | KDM5B inh
COc1ccccc1-c1cc(C(=O)NCCc2ccc(Cl)cc2)nc2c1cnn2C | 79µM*
FC(F)(F)c1ccc(N2CCC(N[C@@H]3C[C@@H]4OCC[C@@H]43)CC2)nc1 | 20µM*

(next part)
SMILES | KDM5B inh
Cc1ccc(CN2CCn3c(nnc3[C@@H]3C[C@@H](O)CN3Cc3cccnc3)C2)s1 | ?
CC(C1CC1)N(C)CC(=O)NC(C)(C#N)C(C)C (stereo not given) | 8%
[N-]=C=C1C(=O)NC(=O)C([n+]2ccc(-c3ccncc3)cc2)C1c1ccccc1C(F)(F)F (stereo not given) | ?
O=C1CC2CCN(C(=O)Cc3ccccc3)CC2CCN1 (stereo not given) | 5%[149 µM]
CCc1cc2c(cc3c(=O)n(CCCC(=O)NCc4cccc(Br)c4)ncn32)s1 | -7%
Cc1ccc(C(=O)COC(=O)c2ccccc2C(=O)c2ccc(-c3ccccc3)cc2)cc1 | -1%
Cc1cc(C)cc(NC(=O)C2CCN(c3nc4ccccc4nc3C(F)(F)F)CC2)c1 | 0%
CC(C)c1cc(C(=O)N2CCNC(=O)C2)c2ccccc2n1 | -11%
Cc1ccc(CN2C[C@@H]3C(=O)N(CCc4ccccc4)C(=O)[C@@H]3C2)s1 | 12%
O=c1[nH]nc(-c2ccco2)c2c1Nc1nnnn1C2c1ccc(Cl)cc1Cl (stereo not given) | -5%
CCCC(C)NC(=O)COC(=O)c1nn(-c2ccccc2)cc1OC (stereo not given) | ?
Nc1ncc(S(=O)(=O)NCc2ccccc2)cn1 | -11%
COc1ccc(CCNC(=O)c2ccc3c(c2)ncn3-c2ccc(C(C)C)cc2)cc1OC | -20%
CCCNC(=O)NC(=O)CSc1nc(NC2CC2)c2ccccc2n1 | 5%
CCn1ccnc1CN(C)C1CCCN(CCc2ccccc2)C1 (stereo not given) | -1%
COc1ccc(Cl)cc1NC(=O)Cn1c(N2CCCCC2)nc(C)c(C)c1=O | 20µM*
O=C(c1cccs1)N1CC2CC(C1)[C@H]1CCCC(=O)N1C2 (stereo not given in full) | 9%
COc1cc2c(=O)n(CCC(=O)NCC3CCCO3)c(=O)n(CC(=O)Nc3ccc(C)cc3)c2cc1OC (stereo not given) | ?
CCc1cccc(C)c1NC(=O)c1cnn(-c2ccc(F)cc2)c1-n1cccc1 | ?
Cc1cc(C)n(C(=O)c2cccc(S(=O)(=O)N3CCOCC3)c2)n1 | -12%
N#Cc1ccc(C(=O)NC2CCN(c3cc(-c4ccccc4)[nH]n3)CC2)cc1 | 11%
CCOC(=O)N1CC(=O)Nc2ccc(Br)cc2C1c1ccccc1 (stereo not given) | 18%
CCn1cc(C(=O)N(C)Cc2ccccc2)c(=O)c2cc(S(=O)(=O)N3CCc4ccccc4C3)ccc21 | -38%
O=C(Cc1c[nH]c2ccccc12)NCC12CCCC=C1NC(=O)CC2 (stereo not given) | -14%
COc1ccc(CN2C=C(C(=O)OCc3noc(-c4ccc(C#N)cc4)n3)C(C)=NS2(=O)=O)cc1 | -6%
COc1ccc(-c2nc3c(s2)CN(C(C(=O)O)c2c[nH]c4cc(Cl)ccc24)CC3)cc1 (stereo not given) | i
CC(C)(C)c1cc(CCC(=O)NC2CC2)cc(C(C)(C)C)c1O | -2%
Cc1ccc(NC(=O)c2ccc(-c3cccc(Cl)c3C)o2)cc1 | ?
O=C(O)c1ccc(N(Cc2ccccc2)S(=O)(=O)c2ccccc2)cc1 | 38%
N#Cc1ccccc1COc1ccc(C(=O)c2ccccc2)cc1 | -10%
Cc1ccc(Cn2c(C(=O)O)c(CNC3CCCCC3)c3ccc(C)cc32)cc1 | 5%
COCCN1C(=O)CS(=O)C12CCN(S(=O)(=O)c1cn(C)cn1)CC2 (stereo not given) | 0%
O=C(c1cccnc1)N1CCOC[C@H](Oc2ccc(C(F)(F)F)cn2)C1 | 11%[86.2 µM]
O=S(=O)(N[C@H]1[C@H](O)[C@H](O)C[C@@H]1C1CCCCC1)c1ccccc1 | -5%[86.2 µM]
CNC(=O)c1ccc(CN(C(=O)Cn2c(C)cc3ccccc32)C2CC2)cc1 | 11%
CCOc1ccccc1C1NC(=O)N(CC(=O)NCc2ccc(C)cc2)C2=C1C(=O)OC2 (stereo not given) | -12%
CC1CCN([C@@H]2[C@H](O)[C@H](CO)O[C@@H]2CNS(=O)(=O)c2ccc(Cl)cc2)CC1 | 20%
Cc1c(C(=O)Nc2ccc(F)c(F)c2)oc2ccc(S(=O)(=O)N(C)C3CCCCC3)cc12 | ?
CCC(C)c1ccccc1OCC(=O)Nc1ccc(S(=O)(=O)Nc2cc(C)on2)cc1 (stereo not given) | -20%
Cc1nc(-c2ccc(CCNC(=O)c3nccnc3N)cc2)cs1 | i
CSc1cccc(NC(=O)c2cc(=O)c(OCc3ccccc3F)co2)c1 | 13%
Cc1ccc2oc(C(=O)NCCCOC3CCCCC3)cc(=O)c2c1 | -22%
Cc1cc(=O)oc(C)c1C(=O)Nc1ccc(OC(F)(F)F)cc1 | ?
COc1ccc(C(=O)NCC(c2cccs2)S(=O)(=O)c2ccc(C)cc2)cc1 (stereo not given) | -15%
COc1ccccc1C(=O)Nc1nc2ccccc2[nH]1 | ?
COc1ccc2c(c1)c1c(c(=O)n(-c3cccc(Cl)c3)c(=O)n1CC(=O)NCC1CCCO1)n2C (stereo not given) | ?
CN(Cc1cccc(C(F)(F)F)c1)C(=O)c1ccccc1F | 20%[86.2 µM]
COc1cc(C(=O)O/N=C(\N)c2cccc([N+](=O)[O-])c2)cc(OC)c1OC | -11%
CN(C)CCN(C)C(=O)c1ccc2c(c1)NC(C)(COc1ccccc1)CO2 (stereo not given) | -15%[86.2 µM]
CCC(N)CC12CC3CC(CC(C3)C1)C2 (stereo not given) | 1%
COc1ccccc1C(=O)OCc1cc(=O)n2nc(C3CC3)sc2n1 | -14%
Cc1ccc(C)c(C(=O)N2CCC3(CC2)N=C(c2ccc(Cl)cc2)NO3)c1 | ?
Cc1nc2c(-c3ccc(F)cc3)c(C)nn2c(C)c1CCC(=O)NCc1cccc(Cl)c1 | -7%
CCOC(=O)c1ccc(NC(=O)C2Cc3ccccc3C(=O)O2)cc1 (stereo not given) | -3%
CC1CCN(c2ccc(CNC(=O)c3cccc4c3CCN4C(=O)C3CC3)cc2)CC1 | ?
CCCCCn1cnc2c(=S)nc(N)[nH]c21 | -16%
CC(C)C(NC(=O)c1ccc(Cl)cc1Cl)C(=O)NCc1cnn(-c2ccccc2)c1 (stereo not given) | -5%
COc1ccc(-c2cnc([C@@H]3COCCN3Cc3ccccc3O)[nH]2)cc1 | -19%[86.2 µM]
Cc1ccc(F)cc1NC(=O)CC(C)(C(=O)O)c1ccccc1 (stereo not given) | -16%
Cc1ccc(-c2nn3c(N(C)C)cc(C)nc3c2C)cc1 | -13%

Following part
SMILES | KDM5B inh
CCc1ccc2nc(Nc3ncc(C(C)=O)c(C)n3)nc(C)c2c1 | ?
COC(=O)CN1C(=O)CSc2ccc(S(=O)(=O)Nc3ccc(C)c(N(C)C)c3)cc21 | 5%
COc1ccc(Cn2c(-c3cccc(Cl)c3)nc(C)c(CCO)c2=O)cc1F | ?
Cc1ccc(-c2nc(C3CC(=O)N(c4ccc(F)cc4)C3)no2)cc1 (stereo not given) | -7%
COCCN1C(=O)CS(=O)(=O)C12CCN(C(=O)c1cccc(OC)c1)CC2 | 9%
Cc1oc2ccn(Cc3ccccc3F)c(=O)c2c1C(=O)NC1CCCCC1 | ?
Cc1cc(OCC(=O)OCCOc2ccccc2)ccc1Cl | 15%
O=C(C1CCCC1)N1CCn2c(nnc2-c2ccccc2)C1 | -19%[86.2 µM]
O=C(O)c1cc(-n2c(/C=C\c3ccc(F)cc3)nc3ccccc3c2=O)ccc1Cl | -7%
FC(F)(F)c1ccc(-c2ncc[nH]2)cc1 | ?
Cc1c(O[C@@H]2O[C@H](CO)[C@@H](O)[C@H](O)[C@H]2O)ccc2c1oc(=O)c1ccccc12 | ?
Cc1ccc2oc(C(=O)NCCc3nc(-c4ccccc4)no3)cc(=O)c2c1 | 16%
O=C(c1ccccc1)N1CCC2(CC(c3cccc(C(F)(F)F)c3)=NO2)C1 (stereo not given) | -4%[115 µM]
CC(NC(=O)CCC1CCCCC1)C1CC2CCC1C2 (stereo not given) | -3%
CCOc1ccc(NC(=O)c2n[nH]c(=O)c3ccccc23)cc1OC | 1%
O=C1CCCCC(CNC(=O)C2CC2)N1 (stereo not given) | -12%
CN1CCC(OCCCn2cnc3cn(C)nc3c2=O)CC1 | -8%
COc1cccc(CN2Cc3nc(-c4c(C)noc4C)ccc3OCC2=O)c1 | -23%[86.2 µM]
N#C/C(=C\c1c(Oc2ccc(F)cc2)nc2ccccn2c1=O)c1nc2ccccc2s1 | ?
CN(c1cccc(NC(=O)c2ccc(Cl)c(S(=O)(=O)N3CCOCC3)c2)c1)S(C)(=O)=O | 17%
COCC(=O)NC[C@H]1CCN(Cc2cccc(C)c2)C[C@H]1N(C)C | -30%
CCCNC(=O)N1CCOc2ccc(CN3CCc4ccccc4C3)cc2C1 | -14%
COc1ccc(OC)c(NC(=O)C2CCN(S(=O)(=O)c3c(C)noc3/C=C/c3ccc(C)cc3)CC2)c1 | -3%
CCC1(N2CCN(C(=O)c3ccncc3)CC2)CCN(CCC(C)C)C1 (stereo not given) | ?
COC(=O)c1ccccc1NC(=O)CCCn1c(C)c2cnn(-c3ccccc3)c(=O)c2c1C | -11%
CCc1cccc(NC(=O)CC2Oc3ccccc3NC2=O)c1 (stereo not given) | -8%
CN(C)c1ccc(CNC(=O)C2(c3ccc(NS(C)(=O)=O)cc3)CCCCC2)cc1 | 9%
NC(=O)CSc1nnc(COc2ccccc2)n1N | 19%
COCCn1ncc(N2CCC(NC(=O)c3ccc(OC)nc3)CC2)cc1=O | 30%[activator]
COc1ccc(N2CCN(C(CNC(=O)c3ccc(C)cc3)c3ccc4c(c3)OCO4)CC2)cc1 (stereo not given) | ?
Clc1ccccc1Cn1cccc1C1=NC(Cc2ccccc2)CO1 (stereo not given) | -1%
Cc1cc(OS(C)(=O)=O)cc2c1C(=O)/C(=C/c1cccnc1)O2 | -13%
O=C(CCc1nnn2c1CN(Cc1cn[nH]c1-c1ccc(F)cc1)CC2)N1CCCC1 | -10%
O=C(NCCc1ccccc1)N1CCCC(c2nc(C3CCOCC3)no2)C1 (stereo not given) | -9%
